Xi reactivation: X-chromosome reactivation activator; XiGFP mouse fibroblasts, % GFP-positive cells imaging, 3 d; cells co-treated with 5-aza-dC sensitizer; scaled so ellipticine positive control = 100%; activation, % at 7.58 µM; 360,000 tested, 0.055% active; AID 743238;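 active = mean normalized replicate activation at least 10% and every replicate at or above 10%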;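 note: 0% = median of on-plate neutral control wells and 100% = ellipticine 6 µM median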
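Schedule: 3 d treatment, 15 min room-temperature fixation; system: 68-5-11 XiGFP fibroblast line; buffer or medium: DMEM plus 5-aza-dC sensitizer; control set: ellipticine 6 µM positive control; compound: one concentration, pinned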
ARNT-TACC3 inh: disrupts binding between human ARNT and TACC3. 390,000 tested, 0.66% active. inhibition, % at 9.99 µM. Q9Y6A5. AID 623870. AlphaScreen His-ARNT PAS-B/GST-TACC3 binding, luminescence; TACC3 fragment carries E629A point mutation;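 active = mean inhibition of replicates at least 50% and at least half of replicates each reaching 50%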;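 note: 0% = complete ARNT plus TACC3 wells and 100% = ARNT alone without TACC3; many hits fall short of the cut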
RAD52 inh: blocks human RAD52 DNA annealing. P43351. recombinant RAD52 DNA annealing, FRET fluorescence. inhibition, % at 18.7 µM. 360,000 tested, 0.46% active. AID 651710;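 active = every replicate showing at least 50% inhibition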
RAD54 inh: blocks human RAD54 Holliday junction branch migration. 360,000 tested, 0.14% active. inhibition, % at 10.4 µM. FAM/BHQ fluorescence. Q92698;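 active = mean normalized replicate activity at least 40 and at least half of replicates scoring 40 or more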;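 note: 0% = median of neutral control wells and 100% = median of positive control wells; inhibitors cause a drop in the FAM fluorescence signal; in these data hits start at about 50%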
Target sequence (Q92698 whole entry, looked up): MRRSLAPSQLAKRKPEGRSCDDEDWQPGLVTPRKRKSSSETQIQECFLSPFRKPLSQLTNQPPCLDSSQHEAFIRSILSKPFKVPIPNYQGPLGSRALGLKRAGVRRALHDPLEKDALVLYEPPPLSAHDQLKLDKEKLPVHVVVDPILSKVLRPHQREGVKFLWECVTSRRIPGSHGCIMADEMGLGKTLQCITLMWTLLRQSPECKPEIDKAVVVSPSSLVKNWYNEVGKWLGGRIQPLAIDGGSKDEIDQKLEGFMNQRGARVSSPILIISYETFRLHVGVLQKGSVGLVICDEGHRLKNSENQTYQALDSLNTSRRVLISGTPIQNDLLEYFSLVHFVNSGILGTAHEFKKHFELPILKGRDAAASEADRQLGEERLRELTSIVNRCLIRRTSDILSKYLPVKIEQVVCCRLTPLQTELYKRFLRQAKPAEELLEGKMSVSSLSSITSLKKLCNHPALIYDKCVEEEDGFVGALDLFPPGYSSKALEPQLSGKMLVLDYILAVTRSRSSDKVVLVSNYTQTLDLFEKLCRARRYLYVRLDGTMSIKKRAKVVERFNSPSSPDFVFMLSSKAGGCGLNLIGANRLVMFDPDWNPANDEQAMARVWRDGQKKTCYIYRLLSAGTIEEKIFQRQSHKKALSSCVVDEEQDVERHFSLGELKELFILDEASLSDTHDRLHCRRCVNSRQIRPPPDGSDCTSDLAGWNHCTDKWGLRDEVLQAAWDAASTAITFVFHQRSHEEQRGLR
CFTR F508del cor: CFTR F508del correction in bronchial cells; CFBE cells, YFP halide quenching; stimulated with forskolin plus potentiator P3; % fluorescence drop versus neutral controls; activity (quench increase), % at 7.58 µM; 350,000 tested, 0.36% active; AID 720511;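 active = mean added fluorescence quench of at least 8% versus neutral control, with both replicates also reaching 8%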;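 note: cells transiently co-express mutant CFTR-F508del with the halide-sensitive YFP; corrector assay measuring rescue of mutant channel to the surface after 24 h compound exposure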
ERAP1 inh: inhibitors of human ERAP1 aminopeptidase; Q9NZ08; 340,000 tested, 0.15% active; recombinant ERAP1, Leu-AMC fluorescence, 60 min; inhibition, % at 10.7 µM;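 active = mean replicate inhibition of at least 30%, or all replicates individually reaching that 30% level; inactive = mean below 30% and not every replicate reaching it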;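 note: 0% = neutral control wells and 100% = L-leucinethiol positive control wells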
esBAF inh: SWI/SNF esBAF complex inhibition | mouse ES cells, Bmi1-luciferase knock-in reporter, 24 h; 100% = twice the neutral-well signal | reporter increase, % at 12.5 µM | 350,000 tested, 2% active | AID 602393; in the data active = activation above about 40%;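 note: 0% = median of the plate's neutral control wells and 100% = double that signal; a rise in the Bmi1 reporter signal indicates esBAF inhibition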
GSIS activator: GLuc luminescence reporter in INS-1E cells, primary screen for activators of glucose-dependent secretion of insulin. INS-1E GLuc reporter insulin secretion, 2-3 h. activation, % at 16.6 µM. 370,000 tested, 0.61% active;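 active = lowest replicate activation of at least 40%, so every replicate reaches that level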;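 note: 0% = median of neutral control wells and 100% = median of IBMX positive control wells; some compounds called inactive have numbers as strong as hits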
* hit, by the source's call; . = no result given; & = joins results of further samples.

Start of the data: the first 3 records, to show the layout:
SMILES	Xi reactivation	ARNT-TACC3 inh	RAD52 inh	RAD54 inh	CFTR F508del cor	ERAP1 inh	esBAF inh	GSIS activator
Clc1ccc2c(c1)C(N1CCNCC1)=Nc1ccccc1O2	-0.1	7	-5	4	1.8	0	-6	.
O=C(O)C(Cc1ccc(OS(=O)(=O)Cc2ccccc2)cc1)NS(=O)(=O)Cc1ccccc1 (stereo unspecified)	0.0	2	-20	1	0.9	-4	-9	-4
CN(C)CC(=O)Nc1ccc2c(c1)[C@H]1C[C@H](CC(=O)NCCc3ccccc3)O[C@@H](CO)[C@H]1O2	0.1	-6	-1	1	0.1	-2	1	5

Results, from the start:
SMILES	Xi reactivation	ARNT-TACC3 inh	RAD52 inh	RAD54 inh	CFTR F508del cor	ERAP1 inh	esBAF inh	GSIS activator
Clc1ccc2c(c1)C(N1CCNCC1)=Nc1ccccc1O2	-0.1	7	-5	4	1.8	0	-6	.
O=C(O)C(Cc1ccc(OS(=O)(=O)Cc2ccccc2)cc1)NS(=O)(=O)Cc1ccccc1 (stereo unspecified)	0.0	2	-20	1	0.9	-4	-9	-4
CN(C)CC(=O)Nc1ccc2c(c1)[C@H]1C[C@H](CC(=O)NCCc3ccccc3)O[C@@H](CO)[C@H]1O2	0.1	-6	-1	1	0.1	-2	1	5
Cc1ccc(-c2ccc(=O)n(Cc3c(F)cccc3Cl)n2)cc1	0.0	-2	-11	10	0.2	-5	14	-27
O=C(C[C@@H]1C=C[C@H](NC(=O)C2CCC2)[C@H](CO)O1)NCc1ccncc1	0.0	-1	-8	-4	1.4	-1	-10	9
COc1ccc(CCN2C(=O)NC(NS(=O)(=O)c3ccc(NC(C)=O)cc3)(C(F)(F)F)C2=O)cc1OC (stereo unspecified)	0.0	4	-8	-4	-3.1	2	-2	2
Nc1cc(-c2ccc(Cl)cc2)nn1-c1ccccc1	0.0	-5	-17	.	0.2	-5	58*	8
O=C(C[C@@H]1CC[C@@H]2[C@H](COC[C@@H](O)CN2C(=O)c2cnccn2)O1)NCc1ccc(Oc2ccccc2)cc1	0.1	3	11	1	2.3	3	6	2
C[C@@H]1CCCCO[C@@H](CN(C)C(=O)CCCN(C)C)[C@H](C)CN([C@H](C)CO)C(=O)c2cc(NC(=O)C3CCCCC3)ccc2O1	-1.3	1	22	16	-1.2	-1	0	-1
O=C(C[C@H]1C[C@H]2c3cc(NC(=O)c4ccc5c(c4)OCO5)ccc3O[C@H]2[C@H](CO)O1)NCc1cccc(F)c1	0.2	-2	6	-3	-1.5	1	1	14
C/C(=N\NC(=O)c1ccn(C)n1)c1ccc(NC(=O)c2cccc(F)c2)cc1	1.0	0	5	12	-0.7	1	.	22
COC(=O)c1ccccc1NC(=O)CCS(=O)(=O)c1ccc(Br)cc1	0.0	.	-17	.	.	8	.	16
CCNC(=O)COc1ncnc2scc(-c3ccc(F)cc3)c12	0.0	0	-13	.	-3.8	4	.	-8
COc1ccc(-n2c(SCC(=O)Nc3cccc(C(=O)O)c3)nnc2-c2ccco2)cc1	0.3	-7	-8	-4	1.6	3	0	31
CCOC(=O)c1cc2sccc2n1Cc1ccc(C#N)cc1	.	-8	.	5	.	.	-5	-44
CCC(=O)Nc1ccc2c(c1)OC[C@@H](C)N(C(=O)NC(C)C)C[C@H](C)[C@@H](OC)CN(C)C2=O	0.0	2	2	13	0.5	0	-1	-12
CS(=O)(=O)N1[C@H](CO)[C@H](c2ccc(C#Cc3cccc(F)c3)cc2)[C@@H]1C#N	0.2	-10	3	1	1.4	1	-3	-15
O=[N+]([O-])c1cccc(CON=Cc2cc(Cl)ccc2O)c1	-0.1	.	-13	7	-1.9	2	5	.
CC1CCN(C(=O)c2ccc(N3C(=O)c4ccccc4C3=O)cc2)CC1	0.0	-4	-10	6	-2.5	1	-3	-9
CCC1CCCCN1C(=O)CSc1nnc(-c2ccc(Cl)cc2)o1 (stereo unspecified)	0.3	-4	-8	-7	0.9	-1	23	14

esBAF inh, what is marked active above.
compound,ARNT-TACC3 inh,RAD52 inh,CFTR F508del cor,ERAP1 inh,esBAF inh,GSIS activator
Nc1cc(-c2ccc(Cl)cc2)nn1-c1ccccc1,-5,-17,0.2,-5,58*,8

Following part:
SMILES	Xi reactivation	ARNT-TACC3 inh	RAD52 inh	RAD54 inh	CFTR F508del cor	ERAP1 inh	esBAF inh	GSIS activator
Cc1cccc(C(=O)OCC(=O)NC23CC4CC(CC(C4)C2)C3)c1O	0.2	-4	-7	-9	1.4	2	33	.
CCOc1ncccc1C(=O)NCCc1ccc(OC)cc1	0.1	4	6	-9	-0.3	0	1	35
Cc1cc(C(=O)Nc2cccc3c2O[C@@H](CN(C)Cc2ccncc2)[C@H](C)CN([C@@H](C)CO)C3=O)n(C)n1	0.1	-7	4	-3	-2.0	6	2	-5
O=C(C[C@@H]1C[C@@H]2c3cc(NC(=O)Cc4ccncc4)ccc3O[C@@H]2[C@H](CO)O1)NCc1ccccn1	0.1	6	-11	2	2.6	2	-2	8
C[C@@H]1CN([C@@H](C)CO)C(=O)c2cc(C#CCc3ccccc3)cnc2O[C@@H]1CN(C)C(=O)C1CC1	-1.0	-6	-14	3	-2.4	1	0	16
CC(Oc1cccnc1[N+](=O)[O-])C(=O)Nc1ccc(Cl)cn1 (stereo unspecified)	0.0	-6	-9	-2	-4.3	1	-3	7
O=C(O)C(c1ccccc1)C1(O)CC2CCC1C2 (stereo unspecified)	0.1	-15	1	.	-2.9	1	.	2
CC=Cc1ccc2n(c1=O)C[C@@H]1[C@@H](CO)[C@H](C(=O)Nc3ccc(-c4ccccc4)cc3)N(C(C)=O)[C@H]21 (mixture of isomers)	0.0	1	-4	-11	1.1	1	4	1
O=c1cc(SCc2ccccc2)nc[nH]1	0.1	-3	-7	7	.	0	1	.
CCOC(=O)C1C(=O)CC(C)(O)C(C(=O)OCC)C1c1cccc(OC)c1 (stereo unspecified)	.	1	11	3	-2.7	-2	-5	-2
C/C=C/c1ccc([C@H]2[C@H](CO)N(C(=O)CC)[C@H]2CNC(=O)CC)cc1	0.0	-10	-14	-9	-3.3	1	4	-4
Cc1cc(C)c(C)c(S(=O)(=O)Nc2ccccc2C(=O)NCCCN2CCOCC2)c1C	-0.1	-3	-9	-7	1.3	-4	-9	-16
CCOc1cc(C(=S)N2CCOCC2)ccc1OC(=O)c1cccc(C)c1	0.1	-3	-13	-8	-3.5	0	-4	0
COc1cccc(NC(=O)Nc2nc(-c3ccc(OC)c(OC)c3)cs2)c1	-0.1	.	-4	-1	4.0	-6	43*	3
O=S(=O)(Nc1ncccn1)c1ccc(NC(=S)NCCc2ccc(Cl)cc2)cc1	0.0	-3	-11	.	1.0	2	.	-9
CCCCC(NC(C)=O)c1nc2ccccc2n1CCC (stereo unspecified)	.	1	.	1	.	.	-13	12
COc1ccc(S(=O)(=O)Nc2cccc3c2O[C@H](CN(C)Cc2ccc(-c4ccccc4)cc2)[C@@H](C)CN([C@H](C)CO)C3=O)cc1	-0.4&0.2	5	20&-19	-1	-2.0&3.6	0&-2	1	-1&-1
CCC1CN(C(=O)N2CCC(C(=O)NCc3cccc(OC)c3OC)CC2)c2cc(C)ccc2O1 (stereo unspecified)	0.0	3	-13	-7	-0.2	-2	8	-18
CS(=O)(=O)N1[C@@H]2c3ccc(-c4cccc(F)c4)c(=O)n3C[C@H]1[C@H](CO)[C@H]2C(=O)N1CCOCC1	0.4	1	-1	-7	-1.3	0	2	-11
CC(=O)c1cccc(NC(=O)c2cc(C(C)C)on2)c1	0.3	-5	-3	-5	-1.6	6	30	.
Cn1c(SCC(=O)Nc2ccc(N3CCOCC3)cc2)nnc1-c1ccccc1F	0.2	7	-11	3	-0.7	-2	3	8
O=C(NCC(F)(F)F)[C@@H]1c2ccccc2C(=O)N(CC23CC4CC(CC(C4)C2)C3)[C@H]1c1ccc(CO)cc1	.	-5	-4	6	-2.5	5	.	.
O=C(C[C@H]1C=C[C@@H](NC(=O)CC2CC2)[C@@H](CO)O1)NCc1ccc(-c2ccccc2)cc1	-0.2	.	8	.	-0.6	1	.	-2
CCCCC(=O)NNC(=S)NCc1ccccc1	0.0	2	-16	-11	-1.0	-2	-13	-9
CCOC(=O)/C=C/C(=O)OCC(=O)N1CCN(C(=O)c2ccco2)CC1	0.1	-12	-12	-6	1.8	3	-3	-8
O=C(C[C@@H]1CC[C@@H]2[C@H](COC[C@@H](O)CN2CCC(F)(F)F)O1)NCC1CCCCC1	0.8	5	.	-7	0.7	.	5	-10
CCN1[C@@H]2Cn3c(ccc(-c4ccncc4)c3=O)[C@H]1[C@@H](C(=O)NCCc1cn(C)cn1)[C@@H]2CO	0.0	2	-20	8	5.4	1	-2	2
C[C@@H]1CCCCO[C@@H](CN(C)CC2CCCCC2)[C@H](C)CN([C@@H](C)CO)C(=O)c2cc(NC(=O)NC3CCCCC3)ccc2O1	-0.1	-8	.	7	2.1	.	4	-19
CCCN1C[C@@H](C)[C@@H](OC)CN(C)C(=O)c2cc(NS(=O)(=O)c3cn(C)cn3)ccc2OC[C@H]1C	-0.1	-10	0	-2	2.3	-3	-5	6
O=S(=O)(Cc1ccc(Cl)cc1)N1CCCC1	.	-11	-10	4	-0.3	2	2	46
O=S(=O)(Nc1cccc(-n2cnnn2)c1)c1cnc(Cl)c(Cl)c1	0.1	-6	-11	-7	-0.2	0	-7	-40
Cc1onc(-c2ccccc2)c1C(=O)N/N=C/c1ccccc1OC(C)C	0.0	0	-15	7	3.0	-3	0	-40
Cc1ccc(OCc2nnc(N)s2)cc1	0.1	0	-9	.	0.3	-1	13	-6
CSc1nc(Cl)cc(Nc2ccccc2N)n1	0.0	2	-15	4	-0.3	-5	0	15
O=[N+]([O-])c1ccccc1-c1ccc(C(=S)N2CCCC2)o1	0.0	3	1	-3	1.7	0	44*	1
N#CNC(=Nc1ccccc1F)SCc1ccc(C(=O)O)cc1	0.1	3	-4	.	-2.3	0	.	4
COc1ccccc1NS(=O)(=O)c1ccc(NC(C)=O)cc1	.	0	.	-7	.	.	-1	-15
C=CCn1c(SCC(=O)NCc2ccc3c(c2)OCO3)nnc1C1COc2ccccc2O1 (stereo unspecified)	.	0	-13	-2	.	7	-4	-13
O=c1ccc2nc3ccccc3sc-2c1	0.2	.	2	2	1.9	8	3	1
CCCN(C)C[C@H]1Oc2ncc(C#CCN(C)C)cc2C(=O)N([C@H](C)CO)C[C@H]1C	-1.2	0	-17	-18	-1.4	-4	0	9
Cc1cc(C)c2[nH]c(C(=O)Nc3ccc4c(c3)OCO4)cc2c1	-0.1	0	0	.	2.4	.	.	-10

Five entries picked at random from the list so far:
SMILES	Xi reactivation	ARNT-TACC3 inh	RAD52 inh	RAD54 inh	CFTR F508del cor	ERAP1 inh	esBAF inh	GSIS activator
CCOC(=O)/C=C/C(=O)OCC(=O)N1CCN(C(=O)c2ccco2)CC1	0.1	-12	-12	-6	1.8	3	-3	-8
Cc1cc(C(=O)Nc2cccc3c2O[C@@H](CN(C)Cc2ccncc2)[C@H](C)CN([C@@H](C)CO)C3=O)n(C)n1	0.1	-7	4	-3	-2.0	6	2	-5
CCOC(=O)c1cc2sccc2n1Cc1ccc(C#N)cc1	.	-8	.	5	.	.	-5	-44
CCOc1cc(C(=S)N2CCOCC2)ccc1OC(=O)c1cccc(C)c1	0.1	-3	-13	-8	-3.5	0	-4	0
COc1ccc(-n2c(SCC(=O)Nc3cccc(C(=O)O)c3)nnc2-c2ccco2)cc1	0.3	-7	-8	-4	1.6	3	0	31

Compound activity as filed in PubChem BioAssay.
